IEC-6 cytotox = kills IEC-6 intestinal cells in KLF5 counter-screen; IEC-6 cytotoxicity, luminescence viability; inhibition, % at 5 µM; hit rate 0.78% among 290,000; in the data active means inhibition above about 22%;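 further: 0% = plate median of test compound wells and 100% = cytotoxic reference compound wells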
HSP90 inh = blocks HSP90-mediated luciferase refolding in reticulocyte lysate; Rabbit reticulocyte lysate, luciferase refolding luminescence, 3 h; AID 1789; hit rate 0.91% among 290,000; inhibition, % at 5.6 µM;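 active means inhibition above the screen-wide mean plus 3 SD, computed separately per campaign, cut at about 16% in these data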;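 further: 0% = DMSO wells and 100% = 60 µM geldanamycin wells; inhibitors lower the luminescence because luciferase stays unfolded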
Platelet DG rel = modulates dense granule release in human platelets | human platelet-rich plasma, SFLLRN dense granule ATP release, luminescence | inhibition, %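 (compounds screened at 7.5 µM in platelet-rich plasma)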 | hit rate 0.22% among 300,000;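 active means mean replicate score, as percent of positive control, at or above 50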
AI-2 QS modul = modulates the Vibrio harveyi AI-2 quorum sensing system. Vibrio harveyi JMH597 AI-2 luminescence/OD600 ratio, 9 h; hits give low values; strain lacks LuxN and CqsS sensors; 0 = neutral-control median. activity change, % at 7.5 µM. hit rate 0.4% among 300,000; in the data active means activity change below about -75%, passing the limit was not always enough;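 further: luminescence divided by OD600 gain over 9 h not by final OD600 alone; inactives centre near 13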
HSF1 inh = HSF1 inhibition; activity change, negative = inhibition, % at 7.5 µM (by protocol); AID 2098; NIH3T3-HGL HSE-luciferase, MG132-induced, luminescence 8 h; hits give low values; hit rate 0.77% among 300,000;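 active means more than half of replicate wells show activity change below -50%, luminescence cut by over half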;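 further: luciferase reports HSF-1 transcriptional activity via heat shock element; 0% = median of DMSO wells and -100% = zero luminescence signal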
HSF-1 act = increases HSF-1 driven luciferase reporter signal | activation, % at 9 µM | NIH3T3-HGL HSF-1 luciferase reporter, MG132, 8 h; 100% = twice DMSO control signal | hit rate 1.7% among 300,000;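 active means mean replicate activation of at least 50% with a set share of replicates each reaching 50%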;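 further: 0% = median of the neutral control wells and 100% = twice that signal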
HIF activator = HIF pathway transcriptional activation. hit rate 0.32% among 300,000. activation, % at 7.5 µM (by protocol). U2OS HRE-luciferase reporter, luminescence; normalized: DMSO 0%, desferrioxamine 100%;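 active means mean activation of at least 10% of the iron chelator positive control signal, with at least half of replicates also reaching 10%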
KLF5 inh = kruppel-like factor 5 inhibition; inhibition, % at 5 µM; DLD-1 KLF5 promoter-luciferase reporter, luminescence; AID 1700; hit rate 0.23% among 290,000;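 active means inhibition above a per-plate limit of that plate's mean compound inhibition plus 3 SD, cut at about 60% in these data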;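 further: 0% = DMSO wells and 100% = LY294002 at 200 µM; higher means less KLF5 promoter-driven luciferase light; inactives centre near -14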
SKKanGAS inh = SKKanGAS growth inhibition; hit rate 1.3% among 300,000; inhibition, % at 7.5 µM; S. pyogenes SKKanGAS, kanamycin growth, BacTiter-Glo, 6 h;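 active means mean replicate score, as percent of positive control median, at least 50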;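 further: strain carries kanamycin resistance gene driven by streptokinase promoter and grows in 40 µg/ml kanamycin; loss of luminescence reflects streptokinase promoter inhibition or plain growth inhibition; 0% = median of DMSO wells and 100% = positive control at its reference dose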
aSyn UTR inh = 5' untranslated region of α-synuclein, MLPCN primary screen. inhibition, % (tested at 7.5 µM). AID 1813. hit rate 0.82% among 300,000. alpha-synuclein 5'UTR reporter, inhibitor activity; in the data active means inhibition above about 60%;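 further: H4 neuroglioblastoma cells stably carrying SNCA 5'UTR luciferase fusion; 0% = DMSO wells and 100% = positive control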
* marks the source's active call; other numbers are inactive results; / = no result given.

SMILES	IEC-6 cytotox	HSP90 inh	Platelet DG rel	AI-2 QS modul	HSF1 inh	HSF-1 act	HIF activator	KLF5 inh	SKKanGAS inh	aSyn UTR inh
CCCC(=O)N1CCN(c2nc3ccccc3s2)CC1	0	4	13	10	28	46	0.2	-83	-9	-104
Cc1ccc(C)c(/C=C2\CCn3c2nc2cc(C(=O)O)ccc2c3=O)c1	-1	2	24	9	6	-2	-0.2	-9	12	-28
COC(c1ccccc1)c1nnc(CCC(=O)N(C)CCOc2ccccc2)o1 (stereo not given)	0	-3	-7	2	-3	30	2.1	-74	-8	-83
COc1cccc(C(=O)/C=C/c2ccc(N3CCCCC3)c([N+](=O)[O-])c2)c1	-1	-4	2	15	5	7	0.6	17	30	-25
CN(C)C(CNC(=S)Nc1cccc(Cl)c1)c1cccnc1 (stereo not given)	-5	-4	0	1	-1	-2	-0.1	-9	2	-8
CC(=O)Nc1ccc(S(=O)(=O)NC2CCS(=O)(=O)C2)cc1Cl (stereo not given)	0	0	2	5	-7	-23	0.0	-9	-5	14
CCOc1ccc(S(=O)(=O)N(C)c2ccc(OCC(=O)NCCc3ccc(OC)cc3)cc2)cc1	2	0	3	7	-53*	-63	-0.2	-32	-8	10
CC1CCCC(C)N1/N=C/c1ccccc1OC(F)F (stereo not given)	-1	-4	-1	-1	3	16	1.5	-22	-14	4
COc1ccc(C2=NN(CCC(=O)NCc3cccs3)C(=O)CC2)cc1	5	1	2	22	-2	-24	1.3	-31	-24	5
CCCn1c(=O)c(C(=O)NCCc2ccc(OC)cc2)c(O)c2ccccc21	-3	1	5	-9	-9	-9	-0.7	10	10	13
CCNC(=S)Nc1ccc(N2CCCCC2)cc1	-5	-1	10	-3	26	47	0.1	-72	-3	-159
CCOC(=O)N1CCN(C(=O)CSCc2ccc(C)cc2)CC1	-6	-1	-6	30	2	12	0.3	-32	-13	-5
CCOc1ccc(CN(C(=O)/C=C/c2ccco2)C2CCS(=O)(=O)C2)cc1 (stereo not given)	-1	-2	-2	28	-4	11	/	-12	-2	3
COc1cc(Nc2nc(-c3ccccc3)c3cc(C)ccc3n2)cc(OC)c1OC	-1	3	1	18	16	43	-0.3	0	26	14
Nc1c(C(=O)Nc2ccc3c(c2)OCCO3)nnn1Cc1cccc(Br)c1	/	/	-3	21	12	26	3.3	/	23	-163
Cc1ccc(CN2CCN(Cc3cc4ccccc4o3)CC2CCO)cc1 (stereo not given)	11	3	3	14	-75*	-82	-0.1	-28	2	9
CCC(C)(C)n1nnnc1C(c1cc2cccc(C)c2[nH]c1=O)N1CCCC1 (stereo not given)	6	1	-7	8	-1	3	-0.4	16	5	3
COc1cccc(N(CC(=O)NCCSc2ccccn2)S(C)(=O)=O)c1	-4	-2	5	-2	-6	-5	-0.4	10	14	-5
Cc1ccc(NC(=O)N2CCC(NC(=O)c3cccc(C)c3)CC2)cc1	6	3	26	6	-23	-15	150*	-13	0	11
O=C(CCn1cnnn1)NC1CCCN(Cc2ccccc2F)C1 (stereo not given)	-4	-2	-4	5	2	-11	0.3	-24	8	12
COC(=O)C1=C(C)Nc2c(c(=O)n(C)c(=O)n2C)C1c1cccc(O)c1 (stereo not given)	-9	-1	-3	17	-57*	-67	0.0	-8	3	-5
Cc1ccn(C(=O)c2cc3c(C)nn(-c4ccccc4)c3s2)n1	1	2	5	18	7	11	-0.3	-4	-11	1
CC(C)(CNCC(O)c1ccccc1)N1CCOCC1 (stereo not given)	10	1	1	5	-4	6	0.1	-6	1	-1
CCN1C(=O)c2ccc(C(=O)Nc3c(C)cc(C)cc3C)cc2C1=O	-10	-4	3	19	2	-6	0.5	-23	7	-13
Cc1cccc(C(=O)N(CC(=O)Nc2sc(C)c(C)c2C(N)=O)C2CCCC2)c1	-2	-1	10	6	9	15	-0.5	5	6	13
O=C(CCC(=O)N1CCc2ccccc2C1)N1CCN(S(=O)(=O)c2ccccc2)CC1	4	0	1	10	-2	10	-0.1	-3	-7	18
O=C(NCc1ccccn1)[C@@H]1C[C@H]1[C@@H](NP(=O)(c1ccccc1)c1ccccc1)c1ccccc1	4	-3	-4	8	0	27	0.4	7	2	-36
CCOc1ccc(NC(=O)CC2C(=O)NCCN2C(=O)Nc2ccccc2)cc1 (stereo not given)	6	3	18	3	-3	8	0.1	-4	21	-2
CC1CC1C(=O)OCC(=O)NC(=O)c1ccccc1 (stereo not given)	/	/	3	27	-5	1	1.6	/	-2	-15
COC(=O)c1cc(NC(=O)CSC2=NCCS2)cc(C(=O)OC)c1	5	0	0	16	-1	19	-1.4	-30	13	-35
O=C(NCc1nnc(SCC(=O)N2CCc3ccccc32)o1)c1ccco1	0	0	2	23	2	2	0.1	-25	-5	6
O=S(=O)(c1ccc(Cl)s1)N1CCc2ccccc2C1	0	3	-1	10	23	4	-0.2	-17	27	-5
O=C(CSc1cccc[n+]1[O-])N1CCc2ccccc21	-4	-3	1	47	11	28	0.5	-36	-16	-11
O=C(O)CC(Cc1ccc(Cl)cc1)C(=O)Nc1cc(Cl)ccc1Cl (stereo not given)	1	-2	0	33	-1	32	-14	-41	5	-8
O=C(Cc1cccs1)Nc1nnc(-c2ccc(F)cc2)s1	-1	-3	2	3	-20	-38	1.9	-3	-10	-76
CCCS(=O)(=O)N1CCN(S(=O)(=O)c2ccccc2)CC1	4	0	-2	-15	-11	-7	0.1	-9	-1	5
CC(C)CC(=O)N=C1SC2CS(=O)(=O)CC2N1Cc1ccccc1Cl (stereo not given)	4	-2	-11	41	6	-3	-0.3	-20	-3	5
O=C(CSc1nc(-c2ccccc2)nn1C(=O)c1ccccc1)Nc1cccc([N+](=O)[O-])c1	-10	2	2	29	0	13	0.0	-7	1	0
COc1ccc(NS(=O)(=O)c2cccc(C(=O)N3CCC3)c2)cc1	/	/	-6	/	-7	-5	0.4	/	-2	7
Cc1ccc(CN2CC(C(=O)N(Cc3nnc(-c4ccccc4Cl)o3)C3CC3)CC2=O)cc1 (stereo not given)	/	/	12	-9	-1	5	0.4	/	17	-1
c1ccc(Cn2c(Nn3cnnc3)nc3ccccc32)cc1	1	0	0	30	-2	-9	0.0	-8	2	19
O=C(NNc1cc(C(F)(F)F)ccc1Cl)c1ccc(=O)[nH]c1	2	-2	0	18	-2	6	-1.2	-18	1	21
Cc1ccc(NC(=O)C(OC(=O)c2ccc(O)cc2)c2ccccc2)cc1Cl (stereo not given)	-1	-5	-2	33	5	8	0.0	6	29	-1
COc1ccc(NC(=O)N2CCCC(c3ccccc3)C2)cc1 (stereo not given)	1	0	9	26	6	-13	-26	-25	2	-36
Cc1c(NC(=O)c2ccco2)cccc1-c1nc2cccnc2s1	0	-2	-7	-14	3	-4	0.6	-34	7	-51
O=C(NCCc1ccccc1)C1CCN(Cc2cccc3ccccc23)CC1	1	3	-2	24	-3	4	-20	-4	-1	-1
CCCCNC(=O)O[C@@H]1C[C@H]2CCCC(=O)N3CC[C@@H](C1)[C@@H]23	1	-3	-2	13	-5	-5	-0.6	-41	9	8
CCOC(=O)c1c(NC(=O)COc2ncnc3ccccc23)sc(C)c1C	-2	-1	1	31	4	8	-0.1	8	-1	11
COCc1[nH]nc2c1C(c1ccccc1Cl)C(C#N)=C(N)O2 (stereo not given)	1	-2	1	26	0	6	-0.4	4	-5	-11
CCOc1ccccc1N=C1NC(=O)CS1	-2	0	-5	5	0	8	-0.1	-37	-13	8
Cc1cc(NC(=O)c2cccs2)n(-c2nc3ccccc3[nH]2)n1	-9	3	-2	-1	-19	-26	0.2	-10	-12	-3
Cc1cccc(N(C(=O)c2snc(C(N)=O)c2N)C(C(=O)NC2CCCC2)c2ccco2)c1 (stereo not given)	-6	1	7	-2	12	38	-0.9	-29	4	0
Cc1cc(C)n(C(C)CNS(=O)(=O)c2ccccc2)n1 (stereo not given)	4	2	-1	4	4	3	0.0	-5	-1	-4
CC12CC3CC(C)(C1)CC(C(=O)N1CCCC1)(C3)C2	-3	-2	2	-4	2	-12	-0.4	-18	2	11
COCc1c(C(=O)N2CCc3ccccc32)oc2ccccc12	8	-1	-3	23	24	26	0.5	15	-2	13
CCCn1nc(NS(=O)(=O)c2cccc3nonc23)c2cc3cc(C)ccc3nc21	-17	-7	1	22	-1	6	0.2	-39	26	-11
C=C(C(=O)Nc1ccccc1)c1ccc(C)cc1	/	/	3	3	16	29	2.4	/	-2	11
CCN1CCN(CCCNC(=O)C2CCCN(c3nnc(-n4cccc4)s3)C2)CC1 (stereo not given)	-2	2	1	9	-7	9	-0.2	21	-4	-1
Cn1cc(Br)c(C(=O)N2CCc3ccccc32)n1	13	0	-1	20	6	3	3.0	-38	-5	-43
O=C(CSc1ccc(-c2cccnc2)nn1)Nc1ccc(F)cc1F	8	3	3	-5	4	-13	0.0	0	-11	-17

The list goes on.
SMILES	IEC-6 cytotox	HSP90 inh	Platelet DG rel	AI-2 QS modul	HSF1 inh	HSF-1 act	HIF activator	KLF5 inh	SKKanGAS inh	aSyn UTR inh
COc1cc(NC(C)C(=O)N2CC(C)OC(C)C2)cc(OC)c1 (stereo not given)	-2	5	1	-4	6	14	0.4	-11	4	6
CC(=O)c1ccc(NC(=O)CSC(=S)N2CCCC2)cc1	9	0	0	27	-2	22	2.5	-82	-10	-76
Cc1ccc(-c2cc(C(F)F)nc(N3CCOCC3)n2)cc1	0	1	2	2	-3	-19	0.0	-26	-11	-1
CCN(CC(=O)Nc1ccc2c(c1)OCCO2)C(=O)c1cccc(S(=O)(=O)N2CCOCC2)c1	-1	-1	-2	7	2	6	-1.1	-11	1	-10
CC(C)(C)n1cnc2cc(NCc3cccs3)ccc21	5	6	4	-14	6	22	3.7	-51	-5	-102
Cc1occc1-c1nnc(SCC(=O)Nc2ccccc2)n1C(C)c1ccccc1 (stereo not given)	-11	10	-1	-10	12	12	0.5	1	-4	16
CCC1Oc2ccc(C)cc2N(CC(=O)NCCCN2CCN(Cc3ccccc3)CC2)C1=O (stereo not given)	-2	3	-3	23	-4	-2	-0.3	9	-1	5
CCOC(=O)c1cnn(-c2cc(C)c3ccccc3n2)c1N	7	0	0	30	1	33	0.2	-14	-5	-65
CC1(C)Cc2c(c(N3CCCC3)nc3sc(C(=O)Nc4ccccc4)c(N)c23)CO1	-1	4	-11	5	22	18	2.4	-81	2	-39
O/N=C1/CCc2cccc3cccc1c23	-1	0	-9	16	-6	-12	-0.2	-29	-4	-18
CC(=O)c1ccc(S(=O)(=O)Nc2ccc(N3CCOCC3)cc2)cc1	0	-1	5	24	-3	10	-0.1	-28	3	5
O=C(NCc1ccc(Cl)cc1)c1ccc(-c2ccccc2C(F)(F)F)o1	2	-3	-6	20	-2	11	-2.3	-48	33	10

Three of the entries above in order of their number in KLF5 inh, largest number first:
Molecule,KLF5 inh
CCOC(=O)c1cnn(-c2cc(C)c3ccccc3n2)c1N,-14
Cc1ccc(-c2cc(C(F)F)nc(N3CCOCC3)n2)cc1,-26
O/N=C1/CCc2cccc3cccc1c23,-29

Compound profiles (already shown):
O=C(NCc1ccc(Cl)cc1)c1ccc(-c2ccccc2C(F)(F)F)o1 in the list: IEC-6 cytotox: 2; HSP90 inh: -3; Platelet DG rel: -6; AI-2 QS modul: 20; HSF1 inh: -2; HSF-1 act: 11; HIF activator: -2.3; KLF5 inh: -48; SKKanGAS inh: 33; aSyn UTR inh: 10
CCOC(=O)c1cnn(-c2cc(C)c3ccccc3n2)c1N in the list: IEC-6 cytotox: 7; HSP90 inh: 0; Platelet DG rel: 0; AI-2 QS modul: 30; HSF1 inh: 1; HSF-1 act: 33; HIF activator: 0.2; KLF5 inh: -14; SKKanGAS inh: -5; aSyn UTR inh: -65
